# AMA1 RON2 block: disrupts binding of P. falciparum AMA1 to RON2; AlphaScreen AMA1-biotinylated RON2 peptide binding; Potency, µM (top dose mostly 58.2 µM), without a hit: at the top dose activity change, negative = inhibition, actives largely listed as inhibitors; hit rate 0.2% among 360,000; AID 720542;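 note: potency is the fitted concentration of half-maximal effect; 0% = vehicle wells and -100% = peptide control; nearly all actives have a fitted effect of over 45% in size; some results filed as inactive show a strong effect at the top dose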
#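 AMA1 (3D7) with his tag at 25 nM final met compounds first, then biotinylated RON2 peptide at 25 nM; detection used donor plus acceptor beads, 10 µg/mL apiece, read by AlphaScreen after 30 min at room temperature.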
# AmpC detergent: AmpC beta-lactamase inhibition with detergent present; P00811; AID 485294; Potency, µM (titrated, usually from 114 µM), for the others: top-dose activity change, negative = inhibition, usual class: inhibitors; hit rate 0.041% among 370,000; AmpC hydrolysis of nitrocefin, absorbance 480 nm, 0.01% Triton;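 note: potency is the fitted concentration of half-maximal effect; 0% = no-compound wells and -100% = no-enzyme wells; nearly all actives have a fitted effect of over 25% in size; some results filed as inactive show a strong effect at the top dose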
# Target sequence (P00811 whole entry, looked up): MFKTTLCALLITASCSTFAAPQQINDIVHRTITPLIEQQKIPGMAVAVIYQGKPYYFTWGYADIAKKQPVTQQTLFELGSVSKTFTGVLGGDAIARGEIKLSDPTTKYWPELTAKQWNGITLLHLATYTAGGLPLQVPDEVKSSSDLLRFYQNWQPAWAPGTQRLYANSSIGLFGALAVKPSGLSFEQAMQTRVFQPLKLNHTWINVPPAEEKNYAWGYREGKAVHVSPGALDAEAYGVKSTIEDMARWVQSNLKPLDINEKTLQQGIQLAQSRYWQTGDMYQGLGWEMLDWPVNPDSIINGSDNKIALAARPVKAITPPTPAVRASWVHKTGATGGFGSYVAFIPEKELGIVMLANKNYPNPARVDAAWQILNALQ
#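 AmpC (5.3 nM in the dispensed reagent) in 20 mM phosphate pH 7.0 with 0.01% (detergent screen) or 0.0001% Triton X-100 was preincubated with compounds for 15 min at room temperature. Nitrocefin was then added from an 800 uM solution, and hydrolysis was followed at 480 nm.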
# HCV inh: inhibitors of hepatitis C virus infection; hit rate 3.4% among 340,000; Potency, µM (series often up to 41.8 µM), without a hit: at the highest dose activity change, negative = inhibition, hits mostly inhibitors; Huh7.5.1 HCVcc-Cre infection, luciferase reporter, 44 h; note: potency is the fitted concentration of half-maximal effect
#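 Infectious HCVcc-Cre (~0.5 moi) was added to cells just after compound, with cells seeded 4 h earlier at 1,000 per well. Luciferase activity after 44 h culture reported infection; substrate was incubated 15 min at room temperature before reading.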
# TbPYK inhibitor: inhibitors of Trypanosoma brucei pyruvate kinase; Q57TT1; TbPYK enzyme, Kinase-Glo Plus ATP luminescence, 45 min; Potency, µM (top dose mostly 76.8 µM), for the others: top-dose activity, negative = inhibition, usual class: inhibitors; hit rate 0.12% among 410,000; AID 624173; note: potency is the fitted concentration of half-maximal effect; nearly all actives have a fitted effect of over 50% in size
#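 In this concentration-response screen, enzyme-free wells defined baseline while DMSO plates tracked drift. Each reaction combined TbPYK, substrate, compound and 130 uM ADP for 45 min at room temperature. Kinase-Glo Plus luminescence gave the signal.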
# AmpC inh no detg: inhibitors of E. coli AmpC beta-lactamase without detergent; Potency, µM (series often up to 57.1 µM), without a hit: top-dose activity change, negative = inhibition, hits mostly inhibitors; AmpC nitrocefin hydrolysis, absorbance 480 nm, 0.0001% Triton; P00811; hit rate 0.52% among 330,000;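 note: potency is the fitted concentration of half-maximal effect; plate controls were no compound for no effect and no enzyme for full effect; nearly all actives have a fitted effect of over 20% in size; some results filed as inactive show a strong effect at the top dose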
#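 20 mM phosphate pH 7.0 + 0.01% (detergent screen) or 0.0001% Triton X-100; 5.3 nM AmpC reagent; cpd preinc 15 min RT; nitrocefin (800 uM stock) to start; A480 q20 s × 4 min; Activity was normalised to no-enzyme and no-compound control wells.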
# LmPK inhibitor: LmPK (Leishmania mexicana) enzyme inhibition; Q27686; hit rate 0.37% among 290,000; AID 1721; purified LmPK, Kinase-Glo ATP luminescence, 1 h; Potency, µM (titrated, usually from 57.5 µM), for inactives: at the top dose activity change, negative = inhibition, hits mostly inhibitors; note: potency is the fitted concentration of half-maximal effect
# Target sequence (Q27686 whole entry, looked up): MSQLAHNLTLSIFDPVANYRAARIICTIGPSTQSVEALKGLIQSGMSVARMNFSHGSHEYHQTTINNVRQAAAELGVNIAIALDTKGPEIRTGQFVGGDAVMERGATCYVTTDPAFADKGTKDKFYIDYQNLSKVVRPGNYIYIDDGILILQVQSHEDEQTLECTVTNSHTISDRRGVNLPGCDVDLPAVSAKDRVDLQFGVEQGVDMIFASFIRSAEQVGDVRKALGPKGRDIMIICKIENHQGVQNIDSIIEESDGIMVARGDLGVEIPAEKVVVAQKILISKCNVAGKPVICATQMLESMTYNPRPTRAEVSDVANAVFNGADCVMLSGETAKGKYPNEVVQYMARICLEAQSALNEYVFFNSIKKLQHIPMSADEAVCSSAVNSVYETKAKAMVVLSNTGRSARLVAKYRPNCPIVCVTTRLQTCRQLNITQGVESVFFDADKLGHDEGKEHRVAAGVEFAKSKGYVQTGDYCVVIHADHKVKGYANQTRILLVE
#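 Kinase-Glo luminescence read after 1 h RT reaction of 0.1 nM LmPK with 0.5 mM PEP and 0.1 mM ADP. Activity scaled between uninhibited and enzyme-free controls.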
# HCMV antiviral: inhibitors of human cytomegalovirus | HFF cells, HCMV-luciferase reporter, 72 h; active compounds read low | activity change, negative = inhibition, % at 57.5 µM | hit rate 4.5% among 410,000 | AID 1259415; in the data active = activity change below about -60%; inconclusive = no clear call, values can overlap the other calls; inactive = above about -39%
#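 Human foreskin fibroblasts infected with luciferase-reporter HCMV at MOI 1 PFU/cell, compounds at two doses. Luciferase measured 72 h post infection; normalized to buffer-only basal and Salinomycin (10uM) controls.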
# * marks the source's active call; other numbers are inactive results; u = inconclusive; x = no result given; & = joins results of further samples; [ ] = another dose, or the depositor's remark. Unless noted, calls come from the whole dose curve; as a rule, active = well fitted curve in the direction sought with a large enough effect; inconclusive = small, poorly fitted or top-dose-only effect, or another doubt; inactive = no such curve, though single readings can be large; an effect the other way counts as inactive or inconclusive. Unless noted, % is set by controls: 0 for no effect and ±100 for the full control effect.
SMILES,AMA1 RON2 block,AmpC detergent,HCV inh,TbPYK inhibitor,AmpC inh no detg,LmPK inhibitor,HCMV antiviral
COc1cc(NC(=O)Cn2ccc3ccccc3c2=O)cc(OC)c1OC,x,-3%,x,-3%,x,x,-14
CCOC(=O)c1c(Nc2ccccc2OCCOC)n[nH]c1C,-2%,6%,-5%,-7%,-17%,-10%,-7
CCOCCCN(CCC#N)C(=O)C1CCN(S(=O)(=O)c2ccc(-n3cnnn3)cc2)CC1,23%,-11%,-25%,-3%,10%,-1%,-19
O=[N+]([O-])c1ccc(OCCOCCOc2ccc([N+](=O)[O-])cc2)cc1,1%,-7%,5%,1%,-7%,6%,-20
O=C(Nc1cccc(NC(=O)c2ccc(-c3ccc(Br)cc3)o2)c1)c1ccccc1,-4%,-5%,-14%,10%,-46%,-5%,-40
O=C(Cc1ccccc1)N(Cc1cccnc1)c1nc2ccc(Cl)cc2s1,x,-2%,x,-8%,x,x,10
COc1ccccc1-n1c(SCC(=O)N2CCCCC2)nc(O)c(Cc2ccccc2)c1=O,-5%,-9%,14%,5%,-23%,-4%,-11
COc1ccc(C2(CNS(=O)(=O)c3ccc(C)cc3)CCOCC2)cc1,-15%,1%,-13%,0%,27%,3%,0
C/C(=N\NC(=O)CCCNc1ccc(C)cc1)c1ccccn1,46%[activator],u,u,-22%,-36%,-1%,-67*
O=C(NCCSc1ccccc1)c1cccnc1,1%,2%,18%,4%,214%[activator],1%,48
Cc1ccc(Nc2nc(-c3cccs3)cs2)nc1,0%,-1%,u,-8%,-21%[2.29 µM],-28%,103
O=C(c1cccc(F)c1)N1CCN(S(=O)(=O)c2ccccc2)CC1,1%,u,14%,3%,-13%,4%,11
COc1cc(C(=S)N2CCOCC2)ccc1OC(=O)c1cc([N+](=O)[O-])cc([N+](=O)[O-])c1,-10%,5%,8%,-24%,-12%,2%,56
COCc1c(C(=O)N2CCN(CCOc3ccccc3)CC2)oc2ccccc12,-6%,2%,u,1%,233%[activator],x,0
CCc1ccc(CC2S/C(=C(\C#N)C(C)=O)NC2=O)cc1 (stereo not drawn),8%,-6%,2%,2%,-42%,1%,-90*
O=S(=O)(NCc1ccco1)c1cnc(Cl)c(Cl)c1,-2%,9%,5%,-9%,-20%,3%,-4
O=S(=O)(NC1CCCCC1Sc1ncccn1)c1ccccc1 (stereo not drawn),-11%,-17%,0%,-4%,-18%,4%,u
O=C(CCN1CCCCC1)Nn1c(=S)[nH]c2ccccc2c1=O,74%[activator],-10%,10%,8%,-28%,-1%,20
COc1ccccc1CNC(=O)COC(=O)C1CCN(S(=O)(=O)c2ccc(C)c(C)c2)CC1,-18%,0%,36%[activator],3%,56%,x,-9
COCCN(C(=O)CCCC(=O)Nc1ccccn1)C(C(=O)NC1CCCCC1)c1ccc(C)cc1 (stereo not drawn),-5%,u,-3%,0%,101%[activator],1%,26
Cc1cccc(-c2cc3nc4c(c(N5CCCC(O)C5)n3n2)CCC4)c1 (stereo not drawn),-7%,u,7.1µM*,-9%,96%[activator],-2%,-26
Cn1c(=O)oc2cc(S(=O)(=O)N3CCC(C(=O)N4CCN(c5ccc(F)cc5)CC4)CC3)ccc21,6%,-10%,14%,2%,84%[activator],13%,-61*
Cc1ccc(N=Nc2c(O)ccc3n[nH]nc23)cc1,44%[activator],-8%,u,-22%,-42%,u,-32
Cc1cc(C)nc(-n2nc(C)c3c2NC(=O)CC3c2ccccc2OC(C)C)n1 (stereo not drawn),x,1%,x,4%,x,x,-31
CCOc1ccccc1N(CC(=O)NC1CCCCC1)S(C)(=O)=O,1%,u,6%,3%,27%,-3%,9
Cc1ccccc1-c1cc2nc(NCCN3CCNC3=O)n(C)c(=O)c2s1,30%,x,x,-11%,x,x,60
COc1ccc(C(=O)COC(=O)c2cccc(NC(=O)c3ccc(OC)c(OC)c3)c2)cc1,x,11%,x,0%,x,x,27
CS(=O)(=O)c1ccc(Cl)c(NC(=O)COc2ccc3c(c2)CCC3)c1,-11%,-6%,2%[8.37 µM],-3%,u,x,-33
C/C(=N\Nc1nc(N2CCCCC2)nc(N2CCOCC2)n1)c1ccccc1O,22%,9%,u,-2%,35%,9%,u
CCN(C(=O)c1cc2c(=O)oc3ccccc3c2s1)c1ccc(C)c(C)c1,x,-4%,x,-1%,x,x,-6
O=C1CCc2ccccc2N1,0%,4%,7%,1%,-8%,-6%,14
CC1Sc2ccc(S(=O)(=O)CCC(=O)N3CCN(c4ccccc4F)CC3)cc2NC1=O (stereo not drawn),-3%,-15%,u,-7%,17%,9%,-70*
O=C(O)C(NS(=O)(=O)c1cccc2nsnc12)c1ccccc1 (stereo not drawn),19%,-4%,10%,5%,2%,7%,0
O=C(NCc1csc2ccc(Cl)cc12)Nc1cccc2ccccc12,-14%,7%,-12%,0%,-23%,1%,2
O=C1C2C3C=CC(C3=C(c3ccccc3)c3ccccc3)C2C(=O)N1CCO (stereo not drawn),-18%,1%,-16%,-8%,174%[activator],9%,-7
CSc1ncccc1C(=O)N1CCN(S(=O)(=O)c2cc(C)ccc2C)CC1,-3%,-1%,9%,2%,60%,0%,-34
Nc1c2c(nc3c1CCC3)CCCC2,x,-1%,x,3%,-10%,10%,x
CC(C)(C)c1ccc(CS(=O)(=O)CC(O)CN2CCCC2=O)cc1 (stereo not drawn),-1%,1%,21%,0%,-8%,-3%,-5
O=C(OCC(=O)N1CCN(c2ccccc2)CC1)c1ccc2ccccc2n1,1%,-4%,-1%,-6%,17%,-1%,52
CSc1ccc(/C=N/S(=O)(=O)c2ccccc2)cc1,4%,-2%,10%,-6%,-2%,5%,-11
CC1(C)Cc2ccccc2C(N/N=C/c2ccc([N+](=O)[O-])cc2)=N1,-11%,5%,-8%,2%,-7%,-3%,43
COc1cccc(N2CC(C(=O)Nc3nnc(SCC(=O)Nc4cc(C)on4)s3)CC2=O)c1 (stereo not drawn),39%[activator],1%,-13%,-1%,-23%,9%,-38
Brc1cccc(CN2CCN(c3ncccn3)CC2)c1,-9%,-11%,7%,5%,0%,-7%,u
CN(CC(=O)Nc1ccc(Cl)c(C(F)(F)F)c1)C(=O)C1CCC1,1%,-7%,u,1%,-9%,x,-24
Cc1cc(C(=O)CSc2nncn2C)c(C)n1-c1ccccc1,-2%,4%,8%,-3%,1%,-14%,33
COc1ccc(NS(=O)(=O)c2cccc(NC(=O)c3ccccn3)c2)cc1,18%,-7%,u,1%,-48%,5%,u
C/C(=N\NC(=O)c1ccccc1F)c1cccc(NC(=O)c2ccccc2)c1,0%,5%,-7%,-2%,-14%,-4%,-2
OC(c1ccc(F)cc1)c1ncc(-c2ccc(Oc3ccccc3)cc2)[nH]1 (stereo not drawn),-12%,x,x,5%,x,x,-7
CN(C)C(=O)c1cccc(-c2ccc3nncn3c2)c1,2%,x,x,-2%,x,x,-13
Cc1ccc2c(c1)c1ncnc(N3CCC4(CC3)OCCO4)c1n2C,x,-6%,x,x,93%[activator],0%,78
# Other entries follow.
SMILES,AMA1 RON2 block,AmpC detergent,HCV inh,TbPYK inhibitor,AmpC inh no detg,LmPK inhibitor,HCMV antiviral
CC(=O)Nc1ccc(N2C(=O)C3C4CC(=O)C(c5ccccc54)C3C2=O)cc1 (stereo not drawn),-10%,4%,10%,-11%,u,5%,u
Cc1ccc2nc3c(cc2c1)c(NC(=O)C(C)(C)C)nn3CC(C)C,65%[activator],3%,u,0%,41%,-2%,-19
CCNS(=O)(=O)c1ccc(CCC(=O)Nc2ccc(C(=O)OC)cc2)cc1,6%,-8%,-22%,-5%,-16%,1%,-29
CCOC(=O)c1c(NC(=O)OC)sc2c1CCC2,0%,-13%,u,-2%,-8%,0%,10
Cc1ccc(N2CCCCn3c2nc2c3c(=O)[nH]c(=O)n2C)cc1,-3%,-2%,-20%,3%,-1%,7%,10
CCCCC[C@@H](C)N1C[C@H](COCc2ccccc2)Oc2cc(N3CCC[C@H]3C(N)=O)ccc2S1(=O)=O,6%,x,x,5%,x,x,-23
COC(=O)c1ccc2c(=O)n(CCCCCC(=O)NCc3ccc(Cl)cc3)c(=O)[nH]c2c1,x,2%,x,7%,x,x,40
Cc1cc2nc(-c3ccc(SCC(=O)N4CCN(C(=O)c5ccco5)CC4)nc3)[nH]c2cc1C,9%,9%,u,-17%,87%[activator],-26%,135
CCOC(=O)c1ccn(S(=O)(=O)c2ccc(C)cc2)c1-c1ccccc1,14%,x,x,5%,x,x,-19
O=C(C1CCCN1S(=O)(=O)c1cccc2cccnc12)N1CCn2c1nc1ccccc12 (stereo not drawn),-8%,u,-13%,-3%,-18%,-5%,x
Cc1ccc(/C=N/NC(=O)c2cc(-c3ccccc3)nc3ccccc23)o1,59%[activator],-10%,-17%,-4%,-12%,4%,-33
Cc1cnc(=O)[nH]c1SCc1ccc([N+](=O)[O-])cc1,-14%,u,1%,2%,-19%,0%,-38
COCCN(C(=O)COC(=O)/C=C/c1cccc(OC)c1)c1c(N)n(CC(C)C)c(=O)[nH]c1=O,16%,0%,5%,-2%,43%,x,4
CC(=O)c1cccc(NC(=O)C2CCN(S(=O)(=O)c3ccc(C)cc3)CC2)c1,5%,-2%,-13%&16%,-4%,-27%,3%,-12
Cc1cccc(C)c1OCC(C)N (stereo not drawn),3%,3%,18%,2%&-6%,-10%,3%,46
COc1cccc(-n2c(/C=C\c3ccc(Cl)cc3)nc3ccccc3c2=O)c1,x,15%,x,2%,x,x,u
COc1ccc(CNC(=O)COC(=O)c2ccc(OCc3c(C)noc3C)cc2)cc1OC,-6%,-13%,-4%,u,14%,-1%,31

# 4 entries drawn at random from the list so far, as already listed:
SMILES,AMA1 RON2 block,AmpC detergent,HCV inh,TbPYK inhibitor,AmpC inh no detg,LmPK inhibitor,HCMV antiviral
CC(=O)c1cccc(NC(=O)C2CCN(S(=O)(=O)c3ccc(C)cc3)CC2)c1,5%,-2%,-13%&16%,-4%,-27%,3%,-12
COCCN(C(=O)COC(=O)/C=C/c1cccc(OC)c1)c1c(N)n(CC(C)C)c(=O)[nH]c1=O,16%,0%,5%,-2%,43%,x,4
Cc1cccc(C)c1OCC(C)N (stereo not drawn),3%,3%,18%,2%&-6%,-10%,3%,46
Cc1cnc(=O)[nH]c1SCc1ccc([N+](=O)[O-])cc1,-14%,u,1%,2%,-19%,0%,-38

# Assay outcomes (PubChem BioAssay)

# Not a hit list; overall some 7.5% were active at least once.
